# High-throughput results: PubChem, several laboratories
# AHR activator = human AHR activation; 2.5% of 320,000 active; activation, % at 5 µM; P35869; AHR-responsive luciferase reporter cells, luminescence; in the data active means activation above about 47%;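 further: 0% = vehicle wells and 100% = reference agonist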
# Target sequence (P35869 whole entry, looked up): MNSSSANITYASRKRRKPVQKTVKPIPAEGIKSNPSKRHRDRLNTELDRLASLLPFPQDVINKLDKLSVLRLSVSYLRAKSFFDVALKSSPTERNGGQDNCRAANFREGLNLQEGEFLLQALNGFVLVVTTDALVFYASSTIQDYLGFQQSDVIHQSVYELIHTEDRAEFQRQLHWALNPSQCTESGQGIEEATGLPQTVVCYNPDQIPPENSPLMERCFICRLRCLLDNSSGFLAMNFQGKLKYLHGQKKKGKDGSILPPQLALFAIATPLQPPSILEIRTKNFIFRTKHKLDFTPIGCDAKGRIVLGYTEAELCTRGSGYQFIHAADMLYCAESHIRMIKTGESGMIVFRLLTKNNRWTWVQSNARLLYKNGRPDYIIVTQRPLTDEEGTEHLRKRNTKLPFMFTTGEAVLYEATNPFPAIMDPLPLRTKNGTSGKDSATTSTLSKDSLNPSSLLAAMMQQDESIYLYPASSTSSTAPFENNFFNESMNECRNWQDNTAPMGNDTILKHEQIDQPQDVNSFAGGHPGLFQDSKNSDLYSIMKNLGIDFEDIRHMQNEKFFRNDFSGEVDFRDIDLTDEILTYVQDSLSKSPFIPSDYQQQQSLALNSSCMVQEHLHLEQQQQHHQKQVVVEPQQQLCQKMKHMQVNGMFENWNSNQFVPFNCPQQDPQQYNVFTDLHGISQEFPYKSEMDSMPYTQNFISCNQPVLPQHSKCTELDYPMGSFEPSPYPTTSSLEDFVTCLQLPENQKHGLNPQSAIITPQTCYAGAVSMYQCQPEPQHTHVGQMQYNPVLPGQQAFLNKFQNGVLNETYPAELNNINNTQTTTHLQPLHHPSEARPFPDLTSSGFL
# LAP4 TOR yeast = yeast TOR pathway LAP4-GFP modulation; S. cerevisiae LAP4-GFP multiplex, flow cytometry GFP, 3 h; median GFP as percent of DMSO wells; GFP response vs DMSO, % at 10 µM; 0.34% of 320,000 active;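 active means GFP response vs DMSO above a set limit, about the screen mean plus 3 SD, cut at about 150% in these data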
# RPL19A TOR yeast = modulators of TOR pathway RPL19A-GFP in S. cerevisiae. S. cerevisiae RPL19A-GFP strain, flow cytometry, 3 h; hits give low values. percent response vs DMSO, % at 10 µM. 0.3% of 330,000 active;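 active means percent response vs DMSO below 50%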;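 further: median channel GFP fluorescence of the barcoded RPL19A-GFP strain; ratio of sample median GFP to plate DMSO average so 100% = DMSO; lower means less RPL19A-GFP as with rapamycin TOR inhibition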
# proCasp3 act = activators of human procaspase-3 | P42574 | recombinant procaspase-3 D3A, Ac-DEVD-pNA absorbance 405 nm | activation, % at 8.5 µM | 0.11% of 330,000 active | AID 463141;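 active means activation above the mean of all tested compounds plus 3 SD, cut at about 21% in these data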;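 further: 0% = DMSO alone and 100% = DMSO wells spiked with extra 5 µM PC-3 D3A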
#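 assay system = Procaspase-3 D3A mutant | signal = absorbance at 405 nm, 0 and 120 min | times = 1 h preincubation plus 2 h reaction at 25 °C | repeats = single replicate | read-out = % activation between DMSO and enzyme-spiked controls | medium = Zinc-free HEPES saline buffer with Triton X-100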
# MEP2 TOR yeast = alters MEP2-GFP fluorescence in TOR pathway yeast screen; S. cerevisiae MEP2-GFP strain, flow cytometry GFP, 3 h; 100% = DMSO control level; GFP response vs DMSO, % at 10 µM; 0.51% of 330,000 active;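 active means GFP response versus DMSO above a set limit, roughly screen mean plus 3 SD, cut at about 180% in these data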;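 further: median GFP fluorescence of the barcode-gated MEP2-GFP cells per well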
# Yeast superoxide = caloric restriction mimetics inhibiting age-related superoxide in yeast | S. cerevisiae aged cells, superoxide DHE fluorescence; hits give low values | superoxide response (% of plate mean), % at 10 µM | 0.18% of 330,000 active;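 active means superoxide response under a set limit, about three screen SD below normal, cut at about 65% in these data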;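 further: yeast aged for seven days with compound at 30 °C before DHE staining; 100% = average MFI of all compound-treated wells on the plate with controls excluded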
# proCasp7 act = activates human procaspase-7, counter-screen for procaspase-3 activators | recombinant procaspase-7, Ac-DEVD-pNA absorbance 405 nm; D23A/D198A/D206A triple mutant, cannot self-cleave; scale: DMSO 0, 5 µM enzyme 100 | activation, % at 8.5 µM | AID 463210 | P55210 | 0.093% of 330,000 active;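 active means percent activation above the screen-wide mean plus 3 SD, cut at about 25% in these data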
#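 Replicates: singlicate. Assay system: Procaspase-7 triple mutant (PC-7 D3A). Signal: 405 nm absorbance of p-nitroaniline. Times: 1 h preincubation, 2 h reaction. Buffer or medium: Zinc-free HEPES pH 7.4 with 300 mM NaCl, 0.01% Triton X-100. Also added: DEVD-pNA substrate. Benchmarks: DMSO wells as 0%, DMSO with 5 µM added PC-7 as 100%.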
# JMJD2C inh = blocks human GASC-1 demethylase activity. Q9H3R0. GST-JMJD2C(1-420) H3K9me3 demethylation, DELFIA europium. inhibition, % at 2.35 µM. 0.069% of 330,000 active. AID 2099;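 active means more than half of a compound's replicate wells show inhibition beyond 50%, single wells judged on their own value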;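 further: signal counts dimethyl H3K9 product captured on neutravidin plate; 0% = median of DMSO wells and 100% = 0.3 times that DMSO median; strong numbers were not always called active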
# The depositor's hits bear a star.
item	canonical_smiles	LAP4 TOR yeast	proCasp7 act	proCasp3 act	AHR activator	RPL19A TOR yeast	MEP2 TOR yeast	JMJD2C inh	Yeast superoxide
1	NCC(=O)c1cccc2ccc[n+]([O-])c12	91	-8	-2	14	105	112	-3	105
2	Cc1[nH]c(=O)[nH]c(=O)c1/C=C/C(=O)O	104	2	7	-2	101	104	9	87
3	COc1ccc(Cl)cc1C(=O)NCC(c1ccco1)N1CCCC1 (stereo unspecified)	77	7	1	4	92	92	9	102
4	COc1ccccc1-c1nc(SCC(=O)N(C)c2ccccc2)c2c(=O)n(C)c(=O)n(C)c2n1	105	10	-2	3	91	104	7	108
5	COc1ccc(CCNC(=O)C2CCN(C(=O)c3ccc([N+](=O)[O-])cc3)CC2)cc1	101	16	4	0	102	101	2	102
6	Nc1ccccc1-c1nc2ccccc2c(=O)o1	104	34*	27*	4	97	108	-5	101
7	CC(Nc1nc(-c2ccc(F)cc2)cs1)c1nc2cc(C(F)(F)F)ccc2n1CCCO (stereo unspecified)	118	2	0	21	100	91	-1	113
8	Cc1ccccc1N1C(=O)c2cccc3c(N(C)CCO)ccc(c23)C1=O	109	-12	-5	3	107	109	-1	96
9	CCN1C(=O)/C(=C/c2cnn(CC)c2C)SC1=S	98	-3	7	3	104	105	7	113
10	CC(C)C(=O)NC(=S)Nc1ccc(CN2CCOCC2)cc1	90	-10	4	0	103	102	6	115
11	CCN1CCN(C(=S)c2ccc(Cl)cc2)CC1	98	-35	-22	1	107	105	19	105
12	CC1CCN(S(=O)(=O)c2ccc(C(=O)OCc3ccc4c(c3)OCO4)cc2)CC1	105	-6	-6	0	101	105	-10	101
13	Cc1ccc(N2C(=O)C3N=NN(CC(=O)N4N=C(c5cccc6ccccc56)CC4c4ccccc4)C3C2=O)cc1 (stereo unspecified)	105	-12	-6	13	103	102	-3	109
14	O=C(COc1ccc(-n2cnnn2)cc1)NC1CCCCC1	101	2	-7	4	97	99	1	112
15	COC(=O)c1cc(NC(=O)Cc2ccccc2[N+](=O)[O-])cc(C(=O)OC)c1	96	1	10	2	94	96	2	89
16	CCc1nc(SCC(=O)Nc2cccc3ccccc23)[nH]c(=O)c1C	97	-2	3	1	98	110	5	109
17	CCO[C@@H]1OC(C(=O)NCc2ccccc2)=C[C@H](C2CCCCC2)[C@H]1CCCO	98	-2	6	5	99	85	-7	90
18	CC(C)C(=O)Nc1nnc(S(=O)(=O)N2CCCc3ccccc32)s1	106	-3	5	5	101	104	-1	107
19	COc1ccc(C(=O)NCC(=O)OCC(=O)Nc2sccc2C#N)cc1OC	96	4	9	4	98	102	-3	107
20	CCc1cc(C(=O)c2ccc(OC)cc2)c(NC(=O)CN2CCN(C)CC2)s1	97	-15	-6	3	94	102	5	113
21	COc1ccc(NC(=O)c2[nH]c(C)c(C(C)=O)c2C)cc1S(=O)(=O)N1CCOCC1	95	-4	4	12	95	114	-4	95
22	COc1cc(OC)cc(C(=O)NNC(=O)CCC(=O)c2cc(C)sc2C)c1	106	4	3	3	109	108	2	112
23	CSc1nc2ccccc2c(=O)n1C1CCOC(C)(C)C1 (stereo unspecified)	109	3	-1	1	97	89	8	94
24	CN1CCN(C(=O)CCNC(=O)Cn2cnc3ccccc3c2=O)CC1	102	6	2	-1	102	98	6	104
25	O=C(Oc1ccc2c(=O)c(Oc3ccc4ccccc4c3)coc2c1)c1cccnc1	102	2	-2	4	99	106	4	114
26	Cc1cc(C(=O)Nn2cnnc2)cs1	98	4	4	1	94	102	1	86
27	Cc1ccc2nc(-c3ccccc3)cc(C(=O)NCCCn3ccnc3)c2c1	98	10	6	18	97	97	10	85
28	Cc1ccc(NC(=O)CN(C)C(=O)CSc2nnc(C)s2)cc1	96	11	6	0	94	95	3	101
29	CCc1ccc(C(=O)NNc2ccc(F)cc2F)cc1	107	-3	-6	-3	89	97	12	71
30	O=C1N/C(=N/N=C/c2ccc(O)cc2)SC1Cc1ccccc1 (stereo unspecified)	102	6	-1	7	98	102	-2	101
31	CCOc1ccccc1OCCCC(=O)OCC(=O)Nc1cccc(Cl)c1	89	-3	1	2	104	104	-1	86
32	c1coc(-c2nnc3sc(C4CCCCC4)nn23)c1	93	-14	2	-2	100	97	-1	104
33	COc1ccc(CSCC(=O)Nc2ccc(S(=O)(=O)N3CCCCCC3)cc2)cc1	101	-8	-15	-2	114	104	6	79
34	O=C(O)c1cncc(C#CCC2CCCCC2)c1	121	14	5	6	105	103	2	140
35	Cc1ccc(Oc2ccc(Cl)cc2N)cc1	98	-8	7	2	96	92	-7	93
36	O=C(NCc1ccccc1)c1cc(S(=O)(=O)N2CCCCC2)ccc1N1CCOCC1	98	2	2	1	100	122	9	99
37	O=C(CCC1CCCN(C(=O)C2=CCCC2)C1)N1CCN(c2ccccn2)CC1 (stereo unspecified)	97	-1	2	0	97	93	10	102
38	O=[N+]([O-])c1cccc(S(=O)(=O)N2CCN(S(=O)(=O)N3CCCCCC3)CC2)c1	97	0	-1	0	104	105	5	97
39	CN(C)C(=O)c1ccccc1NC(=O)Cc1cccc2ccccc12	100	-3	-2	2	103	106	-13	98
40	O=C(c1cnc2sccn2c1=O)N(Cc1ccccc1)c1ccccn1	100	-2	-12	2	98	101	0	75

# Reformatted: 14 of the compounds above.
# Results follow in this order: LAP4 TOR yeast | proCasp7 act | proCasp3 act | AHR activator | RPL19A TOR yeast | MEP2 TOR yeast | JMJD2C inh | Yeast superoxide
24	CN1CCN(C(=O)CCNC(=O)Cn2cnc3ccccc3c2=O)CC1
    102 | 6 | 2 | -1 | 102 | 98 | 6 | 104
25	O=C(Oc1ccc2c(=O)c(Oc3ccc4ccccc4c3)coc2c1)c1cccnc1
    102 | 2 | -2 | 4 | 99 | 106 | 4 | 114
26	Cc1cc(C(=O)Nn2cnnc2)cs1
    98 | 4 | 4 | 1 | 94 | 102 | 1 | 86
27	Cc1ccc2nc(-c3ccccc3)cc(C(=O)NCCCn3ccnc3)c2c1
    98 | 10 | 6 | 18 | 97 | 97 | 10 | 85
28	Cc1ccc(NC(=O)CN(C)C(=O)CSc2nnc(C)s2)cc1
    96 | 11 | 6 | 0 | 94 | 95 | 3 | 101
29	CCc1ccc(C(=O)NNc2ccc(F)cc2F)cc1
    107 | -3 | -6 | -3 | 89 | 97 | 12 | 71
30	O=C1N/C(=N/N=C/c2ccc(O)cc2)SC1Cc1ccccc1 (stereo unspecified)
    102 | 6 | -1 | 7 | 98 | 102 | -2 | 101
31	CCOc1ccccc1OCCCC(=O)OCC(=O)Nc1cccc(Cl)c1
    89 | -3 | 1 | 2 | 104 | 104 | -1 | 86
32	c1coc(-c2nnc3sc(C4CCCCC4)nn23)c1
    93 | -14 | 2 | -2 | 100 | 97 | -1 | 104
33	COc1ccc(CSCC(=O)Nc2ccc(S(=O)(=O)N3CCCCCC3)cc2)cc1
    101 | -8 | -15 | -2 | 114 | 104 | 6 | 79
34	O=C(O)c1cncc(C#CCC2CCCCC2)c1
    121 | 14 | 5 | 6 | 105 | 103 | 2 | 140
35	Cc1ccc(Oc2ccc(Cl)cc2N)cc1
    98 | -8 | 7 | 2 | 96 | 92 | -7 | 93
36	O=C(NCc1ccccc1)c1cc(S(=O)(=O)N2CCCCC2)ccc1N1CCOCC1
    98 | 2 | 2 | 1 | 100 | 122 | 9 | 99
37	O=C(CCC1CCCN(C(=O)C2=CCCC2)C1)N1CCN(c2ccccn2)CC1 (stereo unspecified)
    97 | -1 | 2 | 0 | 97 | 93 | 10 | 102

# The list continues:
item	canonical_smiles	LAP4 TOR yeast	proCasp7 act	proCasp3 act	AHR activator	RPL19A TOR yeast	MEP2 TOR yeast	JMJD2C inh	Yeast superoxide
41	CCOC(=O)c1ccc(NC(=O)CNS(=O)(=O)c2ccccc2)cc1	95	-7	12	11	104	101	5	84
42	COc1ccc(N2C(=O)C(CC(=O)O)S/C2=N\N=C\c2cccs2)cc1 (stereo unspecified)	103	-6	-13	4	102	101	-10	103
43	CCOC(=O)N/N=C/c1cc(C)n(-c2cccc3ccccc23)c1C	103	-1	3	11	103	144	-2	86
44	CCCS(=O)(=O)N1CCC(C(=O)NCCCOC)CC1	90	12	1	0	99	105	2	101
45	CS(=O)(=O)c1ccc2nc(NC(NC(=O)c3ccco3)(C(F)(F)F)C(F)(F)F)sc2c1	97	4	5	-1	98	104	0	106
46	Cc1cc(NC(=O)COC(=O)c2ccccc2NCCO)no1	95	0	7	2	102	109	6	89
47	CCc1nc(N2CCC(C)CC2)c2oc3ccccc3c2n1	118	-4	2	11	98	103	-4	94
48	CN1CCN(c2ccc(CNS(=O)(=O)c3cccc(F)c3)cc2)CC1	113	0	5	-2	104	103	1	99
49	COC(=O)c1ccc(NC(=S)NCCc2ccccc2C)cc1	107	4	-3	-1	100	98	11	99
50	C=CC[C@H](CC(=O)N[C@H](CO)Cc1ccccc1)C(=O)N[C@@H](COC(=O)[C@@H](CC=C)CC(=O)OC(C)(C)C)Cc1c[nH]c2ccccc12	98	4	-2	1	93	93	26	85
51	COc1ccc(CC2=CC(=O)c3ccccc3C2=O)cc1	90	-28	-21	18	102	96	11	107
52	CCNC(=O)CSc1nnc(-c2ccccc2)n1-c1ccc(OCC)cc1	99	-8	-7	3	102	103	2	104
53	CC(C)c1ccccc1NC(=O)COC(=O)C1(C)CC1(Cl)Cl (stereo unspecified)	92	6	6	-2	91	90	-1	124
54	NS(=O)(=O)c1ccc(CCNC(=O)NC2(C(F)(F)F)Oc3ccccc3O2)cc1	87	-10	0	1	96	97	4	105
55	O=C(NC(NC(=S)Nc1ccccc1)C(Cl)(Cl)Cl)c1cccc(Cl)c1 (stereo unspecified)	102	0	-3	0	100	96	3	105
56	O=C(O)c1ccccc1CSc1nc2ccccc2n1Cc1ccccc1C(=O)O	102	-11	3	3	99	102	-1	106
57	COc1ccc(N(CC(=O)NCc2ccccc2Cl)S(=O)(=O)c2c(C)n[nH]c2C)cc1	102	-1	3	2	100	108	7	80
58	Cc1[nH]c2ccccc2c1/C=N/NC(=O)CNC(=O)Cc1ccccc1	94	4	-12	40	100	107	1	120
59	Cc1cc(NS(=O)(=O)c2ccc(NC(=S)NC(=O)c3ccc(F)cc3Cl)cc2)no1	93	-1	-3	17	97	98	-7	102
60	O=C(Nc1ccccc1Cl)c1ccc(-c2ccccn2)s1	120	6	-1	23	94	91	3	104
61	Cc1cc(C)n(C(=O)c2ccc(C)c(S(=O)(=O)N3CCOCC3)c2)n1	99	8	-1	-1	95	107	3	96
62	Cc1cccc(NC(=O)CN(C)CC(=O)NC(c2ccccc2)c2ccccc2)c1C	88	-6	-5	1	95	94	-1	119
63	COc1cc2c(cc1OC)CN(C(=O)c1cc(S(=O)(=O)N3CCOCC3)ccc1C)CC2	105	-4	-4	2	93	99	-12	109
